Source: PubChem
PME-1 primary – PME-1 inhibitors via competitive probe labeling, primary screen, biochemical, fluorescence polarization, FP-Rh probe, HTS; Protein phosphatase methylesterase 1 (Homo sapiens), Q9Y570; AID 2130, 2009; inhibition, % at 5.9 µM; recombinant PME-1; 0.53% of 320,000 active;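 active = inhibition above the campaign mean of all compounds plus 3 SD, cut at about 26% in these data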;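 also: competitive labeling of PME-1 active site by serine hydrolase directed probe; 0% = PME-1 with DMSO and 100% = wells lacking PME-1 enzyme; inhibitors block probe labeling so polarization falls and inhibition rises; many of its hits are not listed in these tables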
PAD4 FP inh – human PAD4 inhibitors, primary screen, biochemical, fluorescence polarization, 1536-well format; Protein-arginine deiminase type-4 (Homo sapiens), Q9UM07; recombinant PAD4, RCA probe fluorescence polarization; inhibition, % at 6.36 µM; 0.41% of 330,000 active;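 active = percent inhibition above a cutoff equal to the mean of all tested compounds plus 3 SD, cut at about 15% in these data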;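 also: 0% = PAD4 with RCA probe and DMSO and 100% = probe without PAD4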
pPAFAH inh – pPAFAH enzyme inhibitors, primary screen, biochemical, fluorescence polarization, human; AID 463082, 2010; Platelet-activating factor acetylhydrolase (Homo sapiens), Q13093; 1.5% of 330,000 active; inhibition, % at 3.39 µM; recombinant pPAFAH, FP-rhodamine probe fluorescence polarization;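 active = inhibition above the mean inhibition across the screen plus 3 SD, cut at about 25% in these data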;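 also: inhibitors block binding of the rhodamine activity-based probe so polarization drops; 0% = enzyme with DMSO and 100% = wells lacking pPAFAH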
LYPLA1 counter – LYPLA1 inhibitors, primary screen, counter-screen for PME1 inhibitor project, biochemical, fluorescence polarization, FP-Rh probe ABPP | Acyl-protein thioesterase 1 (Homo sapiens), O75608 | recombinant LYPLA1 | inhibition, % at 5.9 µM | 0.16% of 320,000 active | AID 2174, 2009;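 active = inhibition above the mean of all tested compounds plus 3 SD, set per campaign, cut at about 14% in these data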;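 also: inhibitors block serine hydrolase probe labeling of LYPLA1 so polarization falls; 0% = enzyme with DMSO and 100% = wells lacking LYPLA1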
GSTO1 counter – inhibitors of recombinant GSTO1, primary screen, counter-screen for RBBP9 inhibitor project, biochemical, fluorescence polarization | Glutathione S-transferase omega-1 (Homo sapiens), P78417 | activity-based probe fluorescence polarization | inhibition, % at 5.96 µM | 1.1% of 300,000 active | AID 1974, 2009;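 active = inhibition above the campaign mean inhibition plus 3 SD, cut at about 35% in these data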;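 also: 0% = GSTO1-1 with DMSO and 100% = wells lacking GSTO1-1 enzyme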
Target sequence (P78417 whole entry, looked up): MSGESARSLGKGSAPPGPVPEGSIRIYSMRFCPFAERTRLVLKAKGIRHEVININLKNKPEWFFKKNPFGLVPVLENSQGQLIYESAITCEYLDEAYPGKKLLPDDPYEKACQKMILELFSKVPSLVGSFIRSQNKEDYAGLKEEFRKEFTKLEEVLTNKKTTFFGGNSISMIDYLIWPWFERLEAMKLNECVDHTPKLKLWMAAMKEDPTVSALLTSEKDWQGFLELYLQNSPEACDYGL
PAFAH1B3 inh – PAFAH1B3 enzyme inhibitors, primary screen, biochemical, fluorescence polarization, human; inhibition, % at 3.39 µM; 0.28% of 340,000 active; recombinant PAFAH1B3, FP-rhodamine probe; Platelet-activating factor acetylhydrolase IB subunit alpha1 (Homo sapiens), Q15102;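 active = inhibition above the screen-wide average of all tested compounds plus 3 SD, cut at about 25% in these data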;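 also: 0% = enzyme with DMSO only and 100% = wells lacking PAFAH1B3 protein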
Target sequence (Q15102 whole entry, looked up): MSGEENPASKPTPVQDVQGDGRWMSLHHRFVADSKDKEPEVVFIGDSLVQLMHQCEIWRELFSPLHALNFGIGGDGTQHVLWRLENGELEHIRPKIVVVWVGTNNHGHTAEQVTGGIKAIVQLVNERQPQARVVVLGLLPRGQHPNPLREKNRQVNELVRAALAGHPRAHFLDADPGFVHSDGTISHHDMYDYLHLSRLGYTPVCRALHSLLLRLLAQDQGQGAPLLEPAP
PREPL inhibitor – PREPL enzyme inhibitors, primary screen, biochemical, fluorescence polarization; recombinant PREPL, fluorescence polarization activity-based probe; inhibition, % at 5.96 µM; 0.68% of 320,000 active; AID 2751, 2010; in the data active = inhibition above about 43%;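 also: 0% = enzyme with DMSO and 100% = wells lacking enzyme; many of its hits are not listed in these tables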
LYPLA2 counter – LYPLA2 inhibitors, primary screen, counter-screen for PME1 inhibitor project, biochemical, fluorescence polarization, FP-Rh probe ABPP; Acyl-protein thioesterase 2 (Homo sapiens), O95372; recombinant LYPLA2; inhibition, % at 5.9 µM; 0.38% of 320,000 active; AID 2177, 2009;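 active = inhibition above the screen-wide mean plus 3 SD, limit set per campaign, cut at about 26% in these data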;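 also: 0% = LYPLA2 with DMSO and 100% = wells lacking LYPLA2 enzyme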
Target sequence (O95372 whole entry, looked up): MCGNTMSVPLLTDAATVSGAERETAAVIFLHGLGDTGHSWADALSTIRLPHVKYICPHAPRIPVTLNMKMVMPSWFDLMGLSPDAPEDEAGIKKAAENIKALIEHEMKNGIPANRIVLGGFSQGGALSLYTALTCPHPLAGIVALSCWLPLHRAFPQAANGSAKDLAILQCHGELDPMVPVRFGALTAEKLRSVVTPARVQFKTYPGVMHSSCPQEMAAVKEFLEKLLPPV
PAFAH1B2 FP inh – PAFAH1B2 enzyme inhibitors, primary screen, biochemical, fluorescence polarization, human; AID 492953, 2010; 1.2% of 340,000 active; inhibition, % at 3.39 µM; recombinant PAFAH1B2, FP-rhodamine activity probe; Platelet-activating factor acetylhydrolase IB subunit alpha2 (Homo sapiens), P68402;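 active = inhibition above the mean of all tested compounds plus 3 SD, cut at about 24% in these data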;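 also: 0% = enzyme with DMSO and 100% = wells lacking PAFAH1B2; many of its hits are not listed in these tables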
Target sequence (P68402 whole entry, looked up): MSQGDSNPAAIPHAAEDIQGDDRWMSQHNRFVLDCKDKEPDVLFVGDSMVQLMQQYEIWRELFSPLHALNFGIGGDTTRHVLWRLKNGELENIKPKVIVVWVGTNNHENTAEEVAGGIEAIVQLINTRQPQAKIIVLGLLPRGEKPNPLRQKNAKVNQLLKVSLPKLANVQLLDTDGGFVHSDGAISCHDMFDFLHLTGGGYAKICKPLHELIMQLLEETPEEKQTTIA
* hit, by the source's call; / = no result given.

cpd	smiles	PME-1 primary	PAD4 FP inh	pPAFAH inh	LYPLA1 counter	GSTO1 counter	PAFAH1B3 inh	PREPL inhibitor	LYPLA2 counter	PAFAH1B2 FP inh
1	COc1ccc(C)cc1-n1nnnc1SCC1CCCO1 (centres undefined)	3	-3	3	2	-2	-1	4	3	3
2	Cc1ccc2c(c1)N(CCC(=O)NCc1cccnc1)C(=O)CO2	-1	-3	6	4	4	3	9	0	0
3	CCOC(=O)CCc1c(C)nc2cc(C3CCCN(C(=O)OC(C)(C)C)C3)[nH]n2c1=O (centres undefined)	-2	0	-2	-2	-1	14	1	1	-1
4	Cc1cc(OCCOCCNC(C)C)cc(C)c1Cl	-1	0	0	-1	9	4	15	-3	2
5	COc1cc(NC(=S)NCc2cccnc2)cc(OC)c1	12	6	2	-5	2	4	3	0	-1
6	CC1CCC(NC(=O)CCN2C(=O)C3CC=CCC3C2=O)CC1 (centres undefined)	/	1	-2	/	/	2	23	/	1
7	Cc1cc(SCC(=O)OC(C)C(=O)N(C)c2ccccc2)nc2ccccc12 (centres undefined)	3	6	-5	-2	-1	-3	-1	-1	5
8	Cc1cc(NC(=O)CCN2CCN(C/C=C/c3ccccc3)CC2)ccc1Br	2	0	7	0	-6	0	-29	8	0
9	O=C(Cn1cnc2c(nnn2-c2ccccc2)c1=O)NCC1CCCO1 (centres undefined)	-1	4	-2	-1	0	9	-2	7	3
10	O=C(Cn1ncc2c3ccccc3n(Cc3ccccc3)c2c1=O)NC1CCCC1	-9	-1	8	3	-2	0	0	8	2
11	Cc1ccc(S(=O)(=O)CCC(=O)NCCN2C(=O)S/C(=C/c3ccc(F)cc3)C2=O)cc1	7	4	5	-2	3	4	10	1	33*
12	Cc1ccc(Oc2ncccc2NC(=O)CC2(CC(=O)O)CCCC2)c2c1CCC2	1	3	8	0	-288	-1	1	0	3
13	CCOC(=O)c1sc(NC(=O)CCN2CC(C)OC(C)C2)c(C(=O)OCC)c1C (centres undefined)	6	0	3	-1	-1	/	8	-3	/
14	Cc1ccc(S(=O)(=O)N2CCN(C(=O)CCn3cncn3)CC2)cc1C	-1	-1	5	1	4	2	-6	-5	3
15	COc1ccccc1CN(Cc1cc2cc(C)ccc2[nH]c1=O)Cc1nnnn1CC1CCCO1 (centres undefined)	1	1	-1	-1	0	10	-7	-2	-1
16	O=C(CCCn1nnc2ccccc2c1=O)N[C@H](C(=O)O)c1ccccc1	3	-5	4	3	-4	7	7	1	3
17	O=C(CCN1CCOCC1)N/N=C/c1cc([N+](=O)[O-])ccc1OC(F)F	-1	1	3	-1	3	12	2	-5	5
18	CCOC(=O)C1=NN(N=O)C2(CC(=O)N(c3cc(C)cc(C)c3)C2=O)C1 (centres undefined)	2	-5	-1	-1	3	13	13	3	0
19	NC(=S)N/N=C1\CCOc2ccc(F)cc21	-3	-1	4	2	8	3	-4	2	3
20	NC(=O)c1nn(-c2ccccc2)nc1NC(=O)CN1CCCC1	1	-1	1	3	0	5	-8	1	1
21	COC(=O)C1=C(NC(=O)c2ccccc2[N+](=O)[O-])CCS1	1	-5	-2	1	12	5	-1	4	2
22	CCCc1cc(C(=O)N2CCCC(C(=O)c3cc(C)c(OC)c(C)c3)C2)n(C)n1 (centres undefined)	7	-7	-6	-7	-10	1	11	-1	8
23	Cc1ccc(C)c(NC(=O)c2cc(S(=O)(=O)N3CCCCC3)ccc2N2CCOCC2)c1	6	-4	-1	5	/	3	6	5	6
24	COC(=O)C1CCN(C(=O)COC(=O)/C=C/c2ccc(O)c(OC)c2)CC1	/	-2	4	/	/	-4	3	/	6
25	COc1ccc2[nH]c3c(c2c1)CCN1C(=O)C(CC(=O)NC/C=C(\C)CCC=C(C)C)C[C@H](C(=O)N(C(C)C)C(C)C)[C@@]31C (some centres undefined)	/	0	26*	/	/	7	/	/	5
26	O=C(CSc1nc2ccccc2o1)Nc1ccc(N2CCOCC2)c(Cl)c1	7	-3	8	1	10	-6	14	3	1
27	Cc1ccc(-n2nnnc2SCC(=O)Nc2ccc3c(c2)COC3=O)cc1C	-42	-9	2	-14	-15	-24	-13	-22	-12
28	COc1cccc(-n2nc(C(=O)N3CC(C)CC(C)C3)c3ccccc3c2=O)c1 (centres undefined)	0	0	-2	-4	6	1	1	-3	-2
29	Cc1ncsc1CCOC(=O)c1cccnc1	-2	-1	-2	0	6	-4	-10	-4	-6
30	O=C(Nc1ccccc1-c1ccccc1)c1cccc(C(F)(F)F)c1	3	1	4	-3	2	-6	-5	-4	5
31	CCN(C[C@H]1N[C@@](C)(C(=O)OC)[C@H]2C(=O)N(Cc3ccccc3)C(=O)[C@@H]12)S(=O)(=O)c1ccc(OC)cc1	/	2	1	/	/	8	6	/	5
32	O=C(COC(=O)c1ccc[n+]([O-])c1)Nc1ccc([N+](=O)[O-])cc1Cl	/	-4	-1	/	/	7	9	/	-1
33	CCOC(=O)c1cc2c(C)n(-c3ccc(C)cc3)c(C)c2ccc1=O	3	-1	6	3	2	0	14	8	10
34	CN(CC(=O)Nc1ccccc1C(=O)Nc1ccccc1)C1CCCCC1	/	4	-7	/	/	12	22	/	3
35	CCOC(=O)c1c(C(=O)OCC)c(C)n(N2C(=O)CSC2=S)c1C	-25	-27	-5	-13	-2	-20	-10	-27	-21
36	COc1ccc(F)cc1S(=O)(=O)NCc1ccccc1	4	-1	2	3	9	-2	12	2	-1
37	COc1ccc(C2=C(Nc3ccc(C)cc3)c3ccccc3C2=O)cc1	0	-4	0	3	5	8	10	6	7
38	O=C(NCc1ccc(F)c(F)c1)C1CCC(=O)N(CC2CCCCC2)C1 (centres undefined)	-6	3	-8	0	-4	-6	-7	-6	-2
39	COc1cccc(C(=O)N(Cc2cc3cc(C)ccc3[nH]c2=O)CC2CCCO2)c1 (centres undefined)	-2	-1	-5	1	1	8	1	3	1
40	O=C(O)Cn1ccnc1	-3	-1	-3	3	-4	5	13	0	7
41	CCC1(c2ccc(F)cc2)NC(=O)N(CC(=O)Nc2ccc(C)c(S(=O)(=O)N3CCOCC3)c2)C1=O (centres undefined)	5	0	1	-4	1	5	-6	-5	3
42	O=C(NNC(=S)NC1CCCCC1)c1ccc(Cl)s1	-1	-4	5	0	-6	3	3	1	6
43	O=C(N/C=C/c1ccc(Cl)cc1)NCc1ccc(Cl)cc1	-11	-2	-1	-7	3	-2	-9	-26	13
44	Cc1c(Br)c(C(=O)NCc2cc3cc(Cl)ccc3[nH]2)nn1C	-1	5	8	-4	-7	2	12	2	-3
45	COc1ccc(-c2nc(S(=O)(=O)c3ccc(C)cc3)c(N3CCCC3)o2)cc1	2	-11	4	4	3	9	2	4	-1
46	CN1CCN(S(=O)(=O)c2cccc(C(=O)Nc3cccc(S(N)(=O)=O)c3)c2)CC1	-3	0	-6	-4	6	-2	5	-8	13
47	Cc1ccc2occ(/C=N/NC(=O)c3ccc(Cl)cc3)c(=O)c2c1	-7	-4	-3	1	5	4	10	11	-7
48	Cc1ccc(NC(=O)CCCC(=O)OC(C)C(=O)c2ccccc2)cc1 (centres undefined)	-1	2	6	-1	8	6	-14	2	3
49	Cc1ccc2cc(S(=O)(=O)NCCCC(=O)O)ccc2c1	0	0	1	3	-1	1	-4	14	1
50	COc1ccc(C(=O)Nc2cc(OC)c(Cl)cc2OC)cc1	1	-7	3	-4	0	2	6	7	9

Remaining list, next part.
cpd	smiles	PME-1 primary	PAD4 FP inh	pPAFAH inh	LYPLA1 counter	GSTO1 counter	PAFAH1B3 inh	PREPL inhibitor	LYPLA2 counter	PAFAH1B2 FP inh
51	CC(C)Sc1nc2ccccc2c(=O)[nH]1	-1	-2	2	-4	-1	7	8	-5	3
52	COC(=O)C1(C(F)(F)F)N=C2Sc3ccccc3N2C(N2CCOCC2)=N1 (centres undefined)	1	4	-3	-2	5	1	6	-1	0
53	Cc1cccc(CNS(=O)(=O)c2csc(C(N)=O)c2)c1	0	1	2	-1	-1	11	24	-2	9
54	Cc1cc(C)n(-c2nc(SCC(=O)N3CCCC3)c3c4c(sc3n2)CCCC4)n1	-2	-2	1	-2	2	5	3	-8	4
55	Cc1ccc(C(=O)COC(=O)CCc2ccc(S(=O)(=O)N3CCCCC3)cc2)cc1	-6	-1	9	4	0	-2	13	5	-2
56	CCOc1ccc(-c2c(C(=O)N/N=C/c3c[nH]c4ccccc34)nnn2-c2nonc2N)cc1	21	-2	1	-11	-2	4	17	4	-1
57	Cc1ccnc(SCC(=O)N2CCN(c3ccccc3)CC2)n1	9	-4	6	5	2	-3	40	15	1
58	Cc1ccc(C(C(=O)NC(C)(C)C)N(Cc2ccc3c(c2)OCO3)C(=O)c2ccc(CN3CCOCC3)o2)o1 (centres undefined)	4	2	1	-2	-2	0	0	-2	3
59	O=C(NC1=NCCS1)c1sc2ccccc2c1Cl	-1	-1	-1	-8	-6	9	-13	-5	7
60	O=C(NCCOc1ccccc1)c1cccc2c1C(=O)c1ccc(Cl)cc1S2(=O)=O	11	1	7	2	/	-2	31	0	2
61	O=C(c1cccn2c(=O)c3ccccc3nc12)N1CCN(c2ccccn2)CC1	7	-1	1	2	10	5	4	5	3
62	CN(C)Cc1c(O)c(Cl)cc2c3c(c(=O)oc12)CCCC3	0	1	5	-4	1	13	6	-2	-1
63	COc1ccc(S(=O)(=O)N2CCCCCC2)cc1NC(=O)CN1C(=O)CNC1=O	/	1	1	/	/	3	14	/	0

An excerpt. The share of hits here may be higher or lower than overall.
